# FH mod – Identification of activators of human fumarate hydratase by quantitative high-throughput screening; Fumarate hydratase, mitochondrial (Homo sapiens), P07954; Potency, µM (top dose mostly 79.9 µM), inactives show at the highest dose activity change, negative = inhibition, usual class: inhibitors; AID 1347055, 2019; FH coupled MDH/diaphorase resazurin fluorescence, 15 min; 54,000 tested, 0.22% active; also: the screen sought activators but most active calls are inhibition curves; nearly all actives have a fitted effect of over 45% in size
# Target sequence (P07954 whole entry, looked up): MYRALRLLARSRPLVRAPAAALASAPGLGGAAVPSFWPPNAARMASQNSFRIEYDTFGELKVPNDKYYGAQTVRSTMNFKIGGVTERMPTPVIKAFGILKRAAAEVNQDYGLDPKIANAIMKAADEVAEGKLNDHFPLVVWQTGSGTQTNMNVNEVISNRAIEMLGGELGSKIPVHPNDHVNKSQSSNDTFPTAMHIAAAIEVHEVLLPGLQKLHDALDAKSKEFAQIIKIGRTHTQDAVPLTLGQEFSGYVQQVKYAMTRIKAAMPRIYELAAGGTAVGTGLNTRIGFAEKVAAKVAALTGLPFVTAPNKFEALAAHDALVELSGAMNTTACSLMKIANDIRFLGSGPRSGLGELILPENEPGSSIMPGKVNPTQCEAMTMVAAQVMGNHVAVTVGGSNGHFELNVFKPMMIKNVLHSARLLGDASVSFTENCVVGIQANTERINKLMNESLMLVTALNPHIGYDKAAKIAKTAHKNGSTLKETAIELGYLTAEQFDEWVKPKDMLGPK
# NTMT1 inh – inhibitors of human N-terminal methyltransferase NTMT1; Potency, µM (series often up to 114 µM), for the others: top-dose activity change, negative = inhibition, usual class: inhibitors; NTMT1 MTase-Glo SAH luminescence, purified enzyme; 59,000 tested, 2.5% active;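 also: plate controls were DMSO vehicle for no effect and no enzyme for full effect; nearly all actives have a fitted effect of over 65% in size; many of its hits are not listed in these tables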
# Target sequence (Q9BV86 whole entry, looked up): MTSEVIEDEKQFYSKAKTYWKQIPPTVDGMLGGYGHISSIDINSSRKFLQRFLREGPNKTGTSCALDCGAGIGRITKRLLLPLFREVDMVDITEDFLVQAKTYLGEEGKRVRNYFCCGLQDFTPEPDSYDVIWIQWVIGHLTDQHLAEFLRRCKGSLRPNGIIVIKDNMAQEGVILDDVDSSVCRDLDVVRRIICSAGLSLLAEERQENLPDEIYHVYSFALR
# * marks the source's active call; other numbers are inactive results; ? = inconclusive; & = joins results of further samples; ! = a repeat was not active; [ ] = another dose, or the depositor's remark. Calls follow the shape of the dose curve; as a rule, active = well fitted curve in the direction sought with a large enough effect; inconclusive = small, poorly fitted or top-dose-only effect, or another doubt; inactive = no such curve, though single readings can be large; an effect the other way counts as inactive or inconclusive. Unless noted, % is scaled to controls: 0 for no effect and ±100 for the full control effect; potency is read from the fitted curve at half-maximal effect. A portion of the library (hit frequency here may not be typical).
# The line under a structure holds: FH mod, NTMT1 inh
COc1ccc(-c2cnc3ccc(NCc4ccc(S(N)(=O)=O)cc4)nn23)cc1OC
  -7.5%, ?
Nc1nc2ncc(CNc3ccc(C(=O)N[C@@H](CCC(=O)O)C(=O)O)cc3)nc2c(=O)[nH]1
  4.7%[53.3 µM], -9.2%[57.5 µM]
CO[C@H]1/C=C/C=C/C=C/C[C@H](OC(=O)[C@@H](C)NC(=O)C2CCCCC2)[C@H](C)[C@@H](O)/C(C)=C/CCc2cc(O)cc(c2)NC(=O)C1
  -0.6%[20.6 µM], -3.3%[12.6 µM]
O=C(/C=C/c1ccc2ccccc2n1)c1ccncc1
  2.4%, ?
COc1ccc2nc(SCc3ncc(C)c(OC)c3C)[nH]c2c1
  -7.1%[53.3 µM], 6.0%[57.5 µM]
CC(C)C[C@H](CO)Nc1nc(S[C@@H](C)c2ccccc2)nc2nc(N)sc12
  ?, 3.3%[57.5 µM]
COc1ccc(C2(O)c3ccccc3NC(=O)C2O)cc1 (stereo not given)
  -2.4%, 16.4%[57.5 µM]
CC(=O)Nc1c(I)c(NC(C)=O)c(I)c(C(=O)O)c1I
  4.6%[53.3 µM], ?
CC1CC(=O)[C@]2(O)C(C(=O)OCCc3ccc(O)c(O)c3)=CO[C@@H](O[C@@H]3O[C@H](CO)[C@@H](O)[C@H](O)[C@H]3O)[C@H]12 (stereo not given in full)
  -1.8%[53.3 µM], -9.5%[29.8 µM]
FC(F)(F)c1ccc(CNc2ccc(Cc3c[nH]c4ncc(Cl)cc34)cn2)cn1
  -23.4%, 16.3%
CC1=CC2=C(C)C(=O)C(C)(O)C(O)C2CO1 (stereo not given)
  -6.8%, -11.1%[57.5 µM]
Nc1cccc(-c2cc3c(Oc4cccc(O)c4)ncnc3[nH]2)c1
  -0.7%, 22.4µM*!
CC(C)C1NC(=O)CNC(=O)C2CCCN2C(=O)C(Cc2c[nH]c3ccccc23)NC(=O)CNC(=O)C(Cc2ccc(O)cc2)NC(=O)CNC1=O (stereo not given)
  0.6%[20.6 µM], 15.2%[12.6 µM]
O=[N+]([O-])c1cccc2[nH]c(CNc3nc(N4CCOCC4)nc4c3ncn4-c3ccsc3)nc12
  -3.6%, 9.4%[57.5 µM]
CC(=O)OC(C)(C)/C=C/C(=O)[C@](C)(O)C1[C@H](O)C[C@@]2(C)[C@@H]3CC=C4[C@@H](C[C@H](O[C@@H]5O[C@H](CO)[C@@H](O)[C@H](O)[C@H]5O)C(=O)C4(C)C)[C@]3(C)C(=O)C[C@]12C (stereo not given in full)
  3.7%[20.6 µM], 22.6%[12.6 µM]
O=C(CCCCCCNC(=O)c1cnc(N(c2ccccc2)c2ccccc2)nc1)NO
  6.4%, 10.4%
O=C(O)[C@H](O)[C@@H](O)[C@H](O[C@@H]1O[C@H](CO)[C@H](O)[C@H](O)[C@H]1O)[C@H](O)CO
  6.3%[53.3 µM], 9.8%[57.5 µM]
Cc1cc(Nc2ncnc3ccc(-c4ccc(CNCCS(C)(=O)=O)o4)cc23)ccc1Oc1ccn2ncnc2c1
  -2.9%, 21.5µM*!
NC(=O)[C@H]1CCCCc2c1[nH]c1ccc(Cl)cc21
  -0.3%[53.3 µM], 7.2%[29.8 µM]
C=C1CC23CC1CCC2C12OC(=O)C(C)(C(O)C(O)C1O)C2C3C(=O)O (stereo not given)
  1.6%[53.3 µM], -9.7%[29.8 µM]
CC(=O)OCC(=O)O[C@@H]1[C@H]2[C@@H](OC(=O)c3ccccc3)[C@@H](C)C[C@]2(O)[C@H](OC(C)=O)C2(C)[C@H]3CC(C)(C)C(=O)[C@@H]3CC1(OC(C)=O)[C@@H]2OC(C)=O (stereo not given in full)
  19.5%[20.6 µM], 20.6%[12.6 µM]
CN(C)c1nc(N(C)C)nc(N(C)C)n1
  -1.9%&1.5%&-0.6%[53.3 µM], 18.5%
COC1(CC(C)C)NC(=O)C(O)(Cc2ccccc2)NC1=O (stereo not given)
  5.5%[53.3 µM], -0.7%[29.8 µM]
C[C@]12CC[C@@H]3c4ccc(O)cc4CC[C@H]3[C@@H]1C[C@@H](O[C@@H]1O[C@H](C(=O)O)[C@@H](O)[C@H](O)[C@H]1O)[C@@H]2O
  0.5%, -14.0%[57.5 µM]
Cn1cc(-c2[nH]c3cc(NC(=O)[C@H](N)C4CCCCC4)cc4c3c2C=NNC4=O)cn1
  -13.1%, ?
CCn1nc(C(=O)O)c(=O)c2cc3c(cc21)OCO3
  -18.7%&6.6%[53.3 µM], 4.3%[57.5 µM]
C[C@@]1(c2cc(-c3cncnc3)c(F)cc2F)CCSC(N)=N1
  ?, -10.6%
CC(=O)Nc1ccc(C(=O)NC(C)(C)C)cc1
  12.9%, 5.4%&-13.5%
C=C[C@H]1[C@H](O[C@@H]2O[C@H](CO)[C@@H](O)[C@H](O)[C@H]2O)OC=C(C(=O)OC)[C@H]1C/C=C(/C=O)[C@@H]1C(C(=O)OC)=CO[C@@H](O[C@@H]2O[C@H](CO)[C@@H](O)[C@H](O)[C@H]2O)[C@@H]1C=C
  2.9%[20.6 µM], 9.8%[12.6 µM]
O=C(N[C@@H]1CCCc2c1cnn2-c1ccc(F)cc1F)c1ccccn1
  6.4%, -7.0%[57.5 µM]
CC(=O)N[C@@H](Cc1ccc(O)cc1)C(=O)O
  2.7%[53.3 µM], 14.4%[57.5 µM]
C[C@H](O)[C@H](O)[C@H]1CNc2nc(N)[nH]c(=O)c2N1
  11.0%, ?
C=C1CCC2C(C)(C)C(O)CCC2(C)C1CCC(C)CCOC(=O)CCC(=O)O (stereo not given)
  -1.7%[53.3 µM], 12.0%[29.8 µM]
CC1(C)CC=C(c2cnc3ccccc3c2)c2cc(C(=O)Nc3ccc(C(=O)O)cc3)ccc21
  ?, ?
O=C(O)C1=NC(C(=O)O)CC(C=CN2c3cc(O)c(OC4OC(CO)C(O)C(O)C4O)cc3CC2C(=O)O)=C1 (stereo not given)
  1.7%[53.3 µM], 34.0%[57.5 µM]
CC(O)C/C=C/C=C/C(=O)OC1C=C2COC(=O)C2(O)C2(C)CCCC(C)(C)C12 (stereo not given)
  -4.3%[53.3 µM], -11.1%[29.8 µM]
C[C@@H]1COCCN1c1cc(C2(S(C)(=O)=O)CC2)nc(-c2cccc3[nH]ccc23)n1
  -3.3%, -7.2%[57.5 µM]
Cc1c(N2C(=O)c3ccc(C(=O)O)cc3C2=O)c(=O)n(-c2ccccc2)n1C
  4.0%, 5.1%[57.5 µM]
C=C(C)C(=O)O[C@H]1C[C@@](C)(O)C2(O)CCC(C)(/C=C3/OC(=O)C(COC)=C31)O2 (stereo not given in full)
  0.1%[53.3 µM], 5.6%[29.8 µM]
CC1CCC2(C)C(CC(O)C(O)C23CO3)C1(C)CCC1=CC(=O)OC1O (stereo not given)
  1.7%[53.3 µM], 8.8%[29.8 µM]
COc1ncc(-c2ccc3nccc(-c4ccnnc4)c3c2)cc1NS(=O)(=O)c1ccc(F)cc1F
  ?, ?
COc1cc(C(=O)N2CCCCCCC2)cc(OC)c1OC
  -3.7%[53.3 µM], 17.6%[57.5 µM]
Cc1ccc(O)c2ncccc12
  2.8%[53.3 µM], 6.0%[57.5 µM]
CC(C)=CCc1cc2c(cc1O)OC[C@H]1c3ccc(O)cc3O[C@@H]21
  -14.8%[53.3 µM], -2.9%[29.8 µM]
CCCCCOc1ccccc1/C(=C\SC)n1ccnc1
  -0.2%[53.3 µM], -5.5%[57.5 µM]
O=C(O)CCc1nccc2c1[nH]c1ccccc12
  -0.3%, 8.7%[57.5 µM]
Cc1c(-c2ccc3c(c2)OCO3)oc2ccc(C(O)C(C)O)cc12 (stereo not given)
  -1.4%[53.3 µM], 2.2%[29.8 µM]
CC#C[C@]1(O)CC[C@H]2[C@@H]3CCC4=CC(=O)CCC4=C3[C@@H](c3ccc(N(C)C)cc3)C[C@@]21C
  ?, -6.1%
C[C@@H]1CCC/C=C/[C@H]2CC(=O)C[C@@H]2[C@@H](O)/C=C/C(=O)O1
  0.2%, -19.3%[57.5 µM]
CC1(C)C(O)CCC2(C)C1C(O)C=C1COC(=O)C12O (stereo not given)
  -15.2%, 4.3%[57.5 µM]
CCN(CC)CCOC(=O)C(c1ccccc1)C1CCCCC1 (stereo not given)
  0.0%[53.3 µM], ?
O=C(O[C@@H]1Cc2c(O)cc(O)cc2O[C@H]1c1cc(O)c(O)c(O)c1)c1cc(O)c(O)c(O)c1
  ?, 44.7µM*
CS(=O)(=O)c1ccccc1N1CCN(c2nc3c(c(=O)[nH]2)CSCC3)CC1
  6.8%, 6.7%[57.5 µM]
C=CC(=O)Nc1cccc(Oc2nc(Nc3ccc(N4CCN(C)CC4)cc3OC)ncc2Cl)c1
  ?, ?
C/C(=C\CCC(C(=O)O)C1CCC2(C)C3=C(CCC12C)C1(C)CCC(=O)C(C)(C)C1CC3)C(=O)O (stereo not given)
  -0.5%[53.3 µM], -24.5%[29.8 µM]
CC1=C(C(=O)Nc2cc3cn[nH]c3cc2F)C(c2ccc(C(F)(F)F)cc2)CC(=O)N1 (stereo not given)
  5.9%, 5.6%&-11.2%[57.5 µM]
C=C1CC[C@H]2[C@@](C)(CCC(OC3OC(CO)C(O)C(O)C3O)[C@@]2(C)CO)C1C(=O)CC1=CCOC1=O (stereo not given in full)
  -3.3%[53.3 µM], -4.1%[29.8 µM]
CCN(Cc1ccccc1)C(=O)Cn1c(=O)n(C)c2cnc(-c3ccccc3)nc21
  -9.5%, 3.4%[57.5 µM]
Cc1cc(Nc2nc(N[C@@H](C)c3ccc(F)cc3)c(C#N)cc2F)n[nH]1
  -16.0%, 2.2%[12.6 µM]
COC(=O)C(CC1(OC(=O)C(C)C)c2ccccc2N2C(=O)C(C)(C)N(O)C21)n1cnc2ccccc2c1=O (stereo not given)
  -2.3%[53.3 µM], 19.7%[29.8 µM]

# Continued.
# The line under a structure holds: FH mod, NTMT1 inh
O=C(Nc1ccccc1)N1CCC(Cc2cnc3ccccc3c2)CC1
  0.1%, 3.0%[57.5 µM]
CC1CCN(C(=O)CC#N)CC1N(C)c1ncnc2[nH]ccc12 (stereo not given)
  0.1%, 3.1%[57.5 µM]
COc1ccc2c(c1)[C@@H]1C[C@]1(C(=O)N1[C@@H]3CC[C@H]1CN(C)C3)Cn1c-2c(C2CCCCC2)c2ccc(C(=O)NS(=O)(=O)N(C)C)cc21
  -24.8%, 9.7%
O=C(OC1C=C(CO)C2C(OC3OC(CO)C(O)C(O)C3O)OC=CC12O)c1ccc(O)cc1 (stereo not given)
  -1.4%[53.3 µM], 4.2%[29.8 µM]
C/C(=C/CO)CC[C@@H]1[C@@](C)(O)CCC2C(C)(C)CCC[C@]21C (stereo not given in full)
  -6.3%[53.3 µM], 14.0%[29.8 µM]
O=C(O)c1cccc(-c2ccc(-c3cn(C(=O)N4CCCCC4Cc4ccccc4)nn3)cc2)c1 (stereo not given)
  -20.5%, -11.9%[57.5 µM]
CNCCCC12CCC(c3ccccc31)c1ccccc12
  3.0%, -17.0%&13.0%&29.9%[57.5 µM]
C[C@H]1CC(=O)Nc2cccc(-c3cnn(C(C)(C)C)c3)c2N1
  0.8%, -8.3%[57.5 µM]
Cc1c(OCc2cccc(-c3ccc(C(=O)O)cc3)c2)cc2c(c1C)C(=O)C(C1CCCC1)C2 (stereo not given)
  ?, -7.5%[57.5 µM]
COC1OC(O)C2(CCC3(O2)C(C)CC2OC(=O)C4(C)CCCC3(C)C24)C1O (stereo not given)
  4.0%[53.3 µM], 7.1%[29.8 µM]
Cc1c(C(=O)NCc2cccnc2)nn(-c2ccc(Cl)cc2Cl)c1-c1ccc(Cl)cc1
  -11.6%, 3.4%[57.5 µM]
Brc1c(Br)c(Br)c2n[nH]nc2c1Br
  31.6µM*, 11.2µM*
CC1(C(=O)O)CCCC2(C)C3CC4C5CC3(CCC12)CC45C (stereo not given)
  ?, -4.5%[57.5 µM]
CN1CCN(c2c(F)cc3c(=O)c(C(=O)O)cn4c3c2OCN4C)CC1
  -14.8%[53.3 µM], ?
CC(C)(C)n1nc(Cc2cccc([N+](=O)[O-])c2)c2c(N)ncnc21
  -12.6%, ?
C=C(C)C(C)C1OC23CC4(CO2)C(CCC2C5(C)CCC(OC6OCC(O)C(OC7OC(CO)C(O)C(OC8OCC(O)C(O)C8O)C7O)C6OC6OC(CO)C(O)C6O)C(C)(C)C5CCC24C)C3C(C)(O)C1OC(C)=O (stereo not given)
  -3.2%[20.6 µM], 3.2%[12.6 µM]
CCCCCCCCn1cc(CN(CC)CC)c2cc(-c3cnc(N)nc3)ccc21
  3.1%, ?
COC1=CC(=O)CC(C)C12Oc1cc(OC)cc(O)c1C2=O (stereo not given)
  -1.0%, 0.3%[57.5 µM]
CC1=C(C(=O)O)N2C(=O)[C@@H](NC(=O)C(N)c3ccccc3)[C@H]2SC1 (stereo not given in full)
  0.5%&5.9%[53.3 µM], 4.9%[57.5 µM]

# 3 entries already listed, sorted by number of heavy atoms, smallest number first.
# The line under a structure holds: FH mod, NTMT1 inh
CC1=C(C(=O)O)N2C(=O)[C@@H](NC(=O)C(N)c3ccccc3)[C@H]2SC1 (stereo not given in full)
  0.5%&5.9%[53.3 µM], 4.9%[57.5 µM]
CN1CCN(c2c(F)cc3c(=O)c(C(=O)O)cn4c3c2OCN4C)CC1
  -14.8%[53.3 µM], ?
C=C(C)C(C)C1OC23CC4(CO2)C(CCC2C5(C)CCC(OC6OCC(O)C(OC7OC(CO)C(O)C(OC8OCC(O)C(O)C8O)C7O)C6OC6OC(CO)C(O)C6O)C(C)(C)C5CCC24C)C3C(C)(O)C1OC(C)=O (stereo not given)
  -3.2%[20.6 µM], 3.2%[12.6 µM]

# Screening data deposited in PubChem by National Center for Advancing Translational Sciences (NCATS).
